Assay outcomes from PubChem.
ABHD5-PLIN5 inh = inhibitors of human ABHD5-perilipin-5 interaction; inhibition, % at 4 µM; Split G. princeps luciferase complementation, luminescence, 4 h; 360,000 compounds, 0.78% hits; AID 602281;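 active = inhibition above the mean inhibition across every tested compound plus 3 SD, cut at about 22% in these data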;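 also: 0% = DMSO only wells and the 100% control is not disclosed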
Exocytosis inh = lytic granule exocytosis inhibition; inhibition, % at 10 µM; 360,000 compounds, 0.66% hits; AID 651702; TALL-104 LAMP-1 surface exposure, flow cytometry; cells stimulated with thapsigargin and PMA;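 active = inhibition above about 55%, limit read from the data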
MC4R barr agon = activates human MC4R beta-arrestin recruitment. P32245. U2OS MC4R beta-arrestin complementation, luminescence; percent of melanotan II response, DMSO zero. activation, % at 8.9 µM. 360,000 compounds, 0.98% hits. AID 540308;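 active = activation above a per-plate cutoff, the mean activation of sample wells on that plate plus 3 SD, cut at about 8% in these data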
N-glyco inh = blocks N-linked glycosylation in D54 reporter cells | D54 ERlucT glycosylation luciferase reporter, 24 h; percent of 100 nM tunicamycin response | reporter increase, % at 12.5 µM | 360,000 compounds, 0.23% hits;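 active = mean luciferase reporter signal, scaled so untreated is 0 and the glycosylation-blocking control 100, at or above a set limit in every replicate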;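 also: luciferase carries N-glycosylation sites so blocking glycosylation raises the light; 0% = median of neutral control wells and 100% = median of 100 nM tunicamycin wells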
PDI inh = PDI (human) enzyme inhibition; PDI insulin aggregation turbidity, A650, 90 min; inhibition, % at 10 µM; 350,000 compounds, 0.052% hits; AID 588391;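 active = mean inhibition across replicates of 30% or more, whatever share of single replicates reach that level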;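 also: absorbance from insulin aggregation driven by PDI reduction with DTT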
CaV13 FRET inh = Primary screen for inhibitors of IQ motif and Ca2+-dependent inactivation inhibitor domain binding in CACNA1D, Förster resonance energy transfer in living cells, … | 340,000 compounds, 0.098% hits | AID 743397 | inhibition, % at 12.3 µM | HEK cells, CFP/YFP FRET ICDI-IQ, plate reader, 10 min; percent FRET-ratio fall versus neutral wells;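 active = mean replicate inhibition of at least 30% and at least 1% of replicates passing that level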;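 also: 0% = median of the neutral control wells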
H9c2 protect = modulators protecting cardiomyocytes from myocardial damage | H9c2 cardiomyocytes, H2O2 injury protection, ATPLite, 2 h | 360,000 compounds, 0.63% hits | protection from H2O2 cell death, % at 20 µM;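 active = compounds giving at least 50% protection of heart cells from peroxide-induced death in the single-dose screen, raw or plate-pattern-corrected value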;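 also: 0% = DMSO wells with peroxide and 100% = DMSO wells without peroxide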
ABCB6 inh 2 = inhibitors of human ABC transporter ABCB6; fluorescence ratio to DMSO, % at 10 µM; 360,000 compounds, 0.19% hits; AID 602162; K562-ABCB6 porphyrin accumulation, flow cytometry, 1 h; stronger effect = lower value;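 active = fluorescence ratio to DMSO below 75%, the collection mean minus 3 SD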;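 also: signal is porphyrin accumulated inside mitochondria; 100% equals median channel fluorescence of DMSO control wells; lower ratio means ABCB6 inhibition with less porphyrin fluorescence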
Target sequence (Q9NP58 whole entry, looked up): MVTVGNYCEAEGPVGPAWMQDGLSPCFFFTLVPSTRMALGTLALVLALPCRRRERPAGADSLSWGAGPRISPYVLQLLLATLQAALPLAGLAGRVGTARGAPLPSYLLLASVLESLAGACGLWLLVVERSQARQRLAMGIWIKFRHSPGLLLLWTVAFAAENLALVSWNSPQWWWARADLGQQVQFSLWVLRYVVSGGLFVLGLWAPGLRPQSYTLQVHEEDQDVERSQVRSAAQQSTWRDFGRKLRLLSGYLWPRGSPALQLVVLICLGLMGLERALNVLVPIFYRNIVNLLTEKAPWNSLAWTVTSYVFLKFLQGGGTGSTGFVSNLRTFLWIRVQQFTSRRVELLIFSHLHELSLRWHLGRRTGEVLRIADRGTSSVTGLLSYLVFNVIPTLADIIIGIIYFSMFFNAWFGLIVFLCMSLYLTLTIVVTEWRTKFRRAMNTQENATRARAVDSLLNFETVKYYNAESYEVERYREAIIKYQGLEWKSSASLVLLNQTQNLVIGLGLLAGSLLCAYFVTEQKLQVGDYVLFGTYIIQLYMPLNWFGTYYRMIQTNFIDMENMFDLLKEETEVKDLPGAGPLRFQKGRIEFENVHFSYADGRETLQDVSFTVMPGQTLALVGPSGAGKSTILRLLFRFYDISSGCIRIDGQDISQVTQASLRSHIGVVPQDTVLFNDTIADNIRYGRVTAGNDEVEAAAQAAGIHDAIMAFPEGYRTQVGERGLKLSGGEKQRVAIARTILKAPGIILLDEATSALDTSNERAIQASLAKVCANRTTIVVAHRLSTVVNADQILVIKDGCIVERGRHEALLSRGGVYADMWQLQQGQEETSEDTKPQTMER
MC4R antag cAMP = blocks human MC4R cAMP signaling. MC4R-expressing cells, MTII-stimulated cAMP, LANCE TR-FRET. inhibition, % at 6.5 µM. 360,000 compounds, 0.48% hits. AID 540295;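 active = inhibition above its plate's cutoff, the mean of tested wells on that plate plus 3 SD, cut at about 29% in these data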;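 also: 0% = Melanotan II alone and 100% = Melanotan II plus saturating MCL0020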
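Material: human MC4R-expressing U2OS cells. Probe or stimulus: Melanotan II challenge. Dosing: 6.5 µM single dose. Times: 30-min compound, 1-h challenge, 1-h detection, room temperature. Technique: TR-FRET with Eu-cAMP and labeled anti-cAMP, 671 nm. Replication: singlicate.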
HTR2A ag = mouse HTR2A agonism via beta-arrestin recruitment; P35363; CHO-K1 mHTR2A beta-arrestin complementation, luminescence; percent of 30 µM serotonin response; activation, % at 7.6 µM; 360,000 compounds, 0.66% hits;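 active = activation above a run cutoff, the mean activation of all tested compounds plus 3 SD, cut at about 14% in these data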;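 also: 0% = plate median of compound wells and 100% = 30 µM serotonin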
Active calls of the source: *; . = no result given.

SMILES	ABHD5-PLIN5 inh	Exocytosis inh	MC4R barr agon	N-glyco inh	PDI inh	CaV13 FRET inh	H9c2 protect	ABCB6 inh 2	MC4R antag cAMP	HTR2A ag
CCc1nc(SCC(=O)Nc2c(C)n(C)n(-c3ccccc3)c2=O)n[nH]1	-1.2	3.3	-2.7	0.2	16.3	-1.0	6.5	95.0	-1.0	3.9
CCC1(CC)C(=O)NC(=O)NC1=NCCc1ccc(O)cc1	-3.6	0.1	-1.4	0.8	14.2	.	22.8	100.0	0.7	-3.4
CC(C)c1ccc(/C=N/n2c(COc3ccccc3)n[nH]c2=S)cc1	-6.3	-3.6	2.5	-2.0	-4.8	-2.8	-10.6	102.0	1.4	0.4
CC(C)(C)N1CC23C=CC(C[C@@H]2C1=O)O3 (some centres undefined)	1.2	-2.1	0.1	1.4	0.3	-4.1	8.6	99.0	5.5	2.0
CN(CCCS(=O)(=O)[O-])c1ccc(/C=C/c2ccc3ccccc3[n+]2C)cc1	-11.4	9.3	0.4	0.9	-3.7	-4.2	-11.2	101.0	-9.0	-9.0
CCOc1ccc(C2CC(c3ccc(F)cc3)Nc3nc(N)nn32)cc1 (centres undefined)	7.3	2.0	8.2	0.4	.	-5.3	5.2	97.0	3.4	2.6
CNc1ccc(Oc2nc([N+](=O)[O-])nn2C)cc1	4.0	0.2	-1.6	3.6	1.3	-2.0	8.8	102.0	-1.0	3.6
CCc1nn(C(CC)C(=O)NCc2cccc(OC)c2)c(=O)c2cc3occc3n12 (centres undefined)	0.6	2.2	-1.7	-3.7	-14.3	-6.1	-0.5	106.0	-0.7	1.6
COc1ccc(N=Nc2ccc(O)c3ncccc23)cc1	2.3	1.7	4.0	-10.6	4.9	-1.8	22.4	94.0	0.8	-4.8
CCOCCCNC(=O)c1ccccc1SC	-1.5	-2.2	-2.0	1.7	-12.3	.	7.5	102.0	7.8	4.2
COc1ccc(CC(N)c2csc(NC(=O)c3ccccc3OC)n2)cc1 (centres undefined)	0.4	14.7	2.6	-0.2	-2.8	-5.0	18.7	95.0	0.8	-1.8
CCOC(=O)CSc1cc(CS(C)(=O)=O)nc(-c2ccccn2)n1	3.9	1.0	0.9	0.2	22.9	-6.9	1.8	103.0	11.8	0.8
O=C(Nc1cccc(O)c1)C1CCCN1C(=O)OCc1ccccc1 (centres undefined)	-0.3	1.9	0.0	-2.1	-7.6	.	0.2	95.0	15.7	6.0
CCOC(=O)c1c(NCCN(C)C)c2ccccc2[nH]c1=O	2.4	-4.3	1.1	-0.4	8.2	11.1	7.0	98.0	8.0	-0.9
Cc1cc(C)n(CNc2nc(C(F)(F)F)cs2)n1	0.5	0.5	-1.8	1.1	-4.2	.	-3.3	116.0	-2.0	2.1
CN1CCN(NC(=O)c2cccs2)CC1	-4.5	-2.7	0.7	1.8	8.9	-19.1	10.2	97.0	-0.1	6.9
Cc1ccccc1N(CC(=O)N/N=C/c1ccccc1Cl)C(=O)c1ccccc1	-4.9	1.1	-1.4	1.2	15.1	-4.2	-0.7	95.0	0.0	8.6
CCCc1cc(=O)[nH]c(SCC(=O)Nc2cc(S(=O)(=O)N3CCOCC3)ccc2Cl)n1	-4.4	-0.6	-1.7	3.6	-7.0	-9.7	5.0	96.0	7.1	1.1
CCOCCOC(=O)c1cccc2c1-c1ccccc1C2=O	1.2	-3.0	0.3	1.4	-10.3	-20.5	0.0	93.0	17.8	7.8
COc1ccc(N(CC(=O)N2CCc3ccccc3C2)S(=O)(=O)c2c(C)[nH]c(=O)[nH]c2=O)cc1	-2.8	3.1	-1.5	1.4	5.8	-6.5	-3.1	100.0	7.5	-5.3
COc1ccc(CCNC(=O)COC(=O)/C=C/c2ccc(OCC#N)c(OC)c2)cc1	2.4	4.4	1.5	0.6	3.4	-4.5	3.3	100.0	5.9	12.3
CC1CN(Cc2ccco2)C(=S)N(c2ccccc2)C1=O (centres undefined)	6.0	2.4	0.5	-0.6	4.5	-6.6	0.0	97.0	0.1	-2.7
O=S(=O)(c1ccc(F)c(F)c1)N1CCN(Cc2ccc3c(c2)OCO3)CC1	-3.0	-0.1	-1.2	-1.1	-1.8	.	-5.9	86.0	1.3	-2.5
CC(C)Oc1ccc(C(=O)NC2=NCCS2)cc1	-5.2	-2.0	-2.7	-12.1	-3.9	-6.8	-14.5	94.0	6.7	6.0
Cc1ccc(OCC(=O)N/N=C/c2ccc3c(c2)OCO3)cc1C	0.1	-0.1	2.4	2.0	-10.0	-7.1	-8.1	99.0	4.9	0.9
CC(C)CCNC(=O)c1ccc(CSCc2cccc(F)c2)o1	-8.9	-1.2	-0.7	1.2	-0.1	-3.2	-2.5	101.0	9.4	-2.4
COCCCNC(=O)c1cn(Cc2c(F)cccc2Cl)nn1	-0.8	-1.5	-0.4	1.4	-38.9	-4.8	2.9	93.0	-0.7	3.1
CCN(CC)CCNC(=O)c1ccc(Cl)c(S(=O)(=O)N2CCCCCC2)c1	7.1	-1.5	0.2	-1.8	2.7	.	-11.1	107.0	8.4	-0.5
COc1ccc(NC(=O)c2cc(F)c(F)cc2Cl)cc1Cl	2.8	-7.0	0.3	1.8	-0.4	-1.0	-1.1	94.0	-11.4	6.5
COc1ccc(/C=C(\C#N)c2c[nH]c3ccccc23)cc1	-6.5	90.4*	-1.0	15.3	4.6	-18.7	-9.2	96.0	-27.3	-2.2
COc1ccc(S(=O)(=O)N2CCc3ccccc32)cc1C(=O)NCCc1ccccn1	1.9	2.7	0.0	-1.8	-1.5	-3.7	-1.2	99.0	-2.3	-4.4
CCOc1cc(/C=C(\C#N)C(=O)NCC2CCCO2)ccc1OCC(N)=O (centres undefined)	0.6	-1.6	-2.5	2.4	-4.2	-4.0	13.3	100.0	16.9	-3.4
Cc1ccc(S(=O)(=O)NC(CC(=O)O)c2ccccc2)cc1 (centres undefined)	2.4	0.5	-0.1	2.3	-1.8	-3.4	-3.5	91.0	16.8	-1.6
CCN1C(=O)[C@@H]2[C@H](C1=O)[C@@H]1C(=O)Nc3ccccc3C(=O)N1[C@@H]2c1ccc(OC)cc1	-8.0	1.3	0.3	-2.6	-4.3	-4.5	1.8	101.0	20.1	13.3
Cc1cnc(C(=O)OCC(=O)NC2CCCCC2)cn1	4.5	2.5	0.4	-0.4	-2.3	-5.0	1.6	144.0	16.0	-4.6
Cc1ccc(N2CC(C(=O)NCC3CCCO3)CC2=O)cc1Cl (centres undefined)	4.1	-3.1	-0.7	1.9	3.2	-5.0	5.2	96.0	4.3	0.0
Cc1ccnc(N2CCCC(C(=O)Nc3cccc(C)c3C)C2)n1 (centres undefined)	4.3	2.9	0.6	-2.4	-42.6	-2.8	5.8	97.0	15.1	1.9
COc1ccc(CCC(=O)Nc2cc(Cl)ccc2OC)cc1	-1.6	-0.4	1.4	1.3	14.0	.	-2.8	98.0	7.9	-4.9
Cc1ccc2oc(C(=O)N(Cc3nccn3C)C(C)C)c(C)c2c1	-3.2	-2.2	-3.7	-0.5	5.3	-7.0	4.6	100.0	2.2	-0.9
C=CCc1c(C)nc(SCC(=C)C)[nH]c1=O	7.6	-0.4	0.1	0.9	-4.8	-5.6	7.8	97.0	12.0	3.6
CCC(=O)N1c2ccc(S(=O)(=O)NCCc3ccc(OC)c(OC)c3)cc2CC1C (centres undefined)	-1.1	16.3	0.7	-0.2	5.0	-6.7	-3.7	100.0	12.8	-7.3
O=C(Nc1ccc2c(c1)OCCO2)C1CCN(c2ncccn2)CC1	-0.9	-2.6	-1.7	-1.6	-1.7	4.5	3.5	102.0	4.2	1.6
CCOc1ccccc1C1c2[nH]c3ccccc3c2C[C@H]2C(=O)N(C3CC3)CC(=O)N12 (some centres undefined)	-1.1	1.7	-3.2	0.1	-16.7	-18.4	-1.6	105.0	17.3	6.0
O=C(Nc1ccccc1)N1CCN(Cc2ccccc2)CC1	1.5	-1.9	-0.1	1.6	-2.5	-2.5	-1.6	88.0	5.1	4.2
CC(C)(C)c1nnc2sc(SCC(=O)N3CCCc4ccccc43)nn2c1=O	-2.1	4.9	-1.6	16.8	-5.0	-4.7	11.6	99.0	5.0	1.4

Random excerpt: 4 compounds from above, in no set order.
SMILES	ABHD5-PLIN5 inh	Exocytosis inh	MC4R barr agon	N-glyco inh	PDI inh	CaV13 FRET inh	H9c2 protect	ABCB6 inh 2	MC4R antag cAMP	HTR2A ag
CCOc1cc(/C=C(\C#N)C(=O)NCC2CCCO2)ccc1OCC(N)=O (centres undefined)	0.6	-1.6	-2.5	2.4	-4.2	-4.0	13.3	100.0	16.9	-3.4
CCOc1ccc(C2CC(c3ccc(F)cc3)Nc3nc(N)nn32)cc1 (centres undefined)	7.3	2.0	8.2	0.4	.	-5.3	5.2	97.0	3.4	2.6
Cc1cc(C)n(CNc2nc(C(F)(F)F)cs2)n1	0.5	0.5	-1.8	1.1	-4.2	.	-3.3	116.0	-2.0	2.1
CCOCCOC(=O)c1cccc2c1-c1ccccc1C2=O	1.2	-3.0	0.3	1.4	-10.3	-20.5	0.0	93.0	17.8	7.8

(next part)
SMILES	ABHD5-PLIN5 inh	Exocytosis inh	MC4R barr agon	N-glyco inh	PDI inh	CaV13 FRET inh	H9c2 protect	ABCB6 inh 2	MC4R antag cAMP	HTR2A ag
O=C(c1ccc(COc2ccccc2Cl)o1)N1CCN(c2ccccc2)CC1	2.8	14.2	0.7	1.8	.	-3.5	-3.5	96.0	4.8	-8.8
CCOC(=O)[C@H]1[C@H]2COc3ccc(C)cc3[C@@H]2N2C(=O)c3ccc(C)cc3NC(=O)[C@@]12C	-4.0	-27.2	-0.9	-0.8	2.0	-5.9	4.7	97.0	5.5	-3.4
CC(C)(C)NS(=O)(=O)c1ccc(C(=O)Nc2ccc3c(c2)OCO3)cc1	-2.5	14.9	0.8	0.2	2.4	-6.8	5.5	92.0	2.3	-11.5
CCN(CC)S(=O)(=O)c1cccc(C(=O)OCc2cc(=O)n3nc(C)sc3n2)c1	0.9	0.6	-0.9	-0.1	-0.4	-5.3	4.1	89.0	5.4	11.7
CCOC(=O)C1CCCCN1C(=O)CCn1nnnc1CN1CCOCC1 (centres undefined)	5.1	1.3	-4.0	1.8	-2.3	-2.7	-3.7	98.0	-0.1	2.6
Cn1ncc(N=Cc2ccccc2[N+](=O)[O-])c1C(N)=O	-9.5	-4.3	-0.1	0.1	0.6	-5.1	1.0	102.0	-2.2	-1.8
CCC(C)(C)n1nnnc1CN1CCC(NC(=O)c2ccccc2C)CC1	0.5	0.8	-1.2	0.0	10.4	-3.6	6.3	102.0	-1.0	-1.9
Cc1ncoc1C(=O)N1CCCC(N2CCN(c3ccccc3F)CC2)C1 (centres undefined)	-1.2	-0.6	-2.1	0.2	1.9	-6.5	-3.8	99.0	7.1	-4.8
CSc1ccccc1NC(=O)COC(=O)CCc1ccccc1	-10.5	-9.5	2.0	1.1	-0.9	-3.0	-1.4	105.0	-0.9	-2.2
CC(C)CCn1c(SCCc2ccccc2)nc2c1c(=O)[nH]c(=O)n2C	-3.1	1.5	1.9	0.2	-15.0	-1.3	-1.6	94.0	10.5	-1.8
